Source: PubChem
ALOX12 inhib: 12-hLO (ALOX12) enzyme inhibition; P18054; purified 12-hLO, xylenol orange hydroperoxide absorbance; Potency, µM (top dose mostly 57.1 µM), inactives show top-dose activity change, negative = inhibition, hits mostly inhibitors; 150,000 compounds, 0.12% hits; AID 1452; note: potency is the fitted concentration of half-maximal effect; nearly all actives have a fitted effect of over 55% in size; many of its hits are not listed in these tables
Target sequence (P18054 whole entry, looked up): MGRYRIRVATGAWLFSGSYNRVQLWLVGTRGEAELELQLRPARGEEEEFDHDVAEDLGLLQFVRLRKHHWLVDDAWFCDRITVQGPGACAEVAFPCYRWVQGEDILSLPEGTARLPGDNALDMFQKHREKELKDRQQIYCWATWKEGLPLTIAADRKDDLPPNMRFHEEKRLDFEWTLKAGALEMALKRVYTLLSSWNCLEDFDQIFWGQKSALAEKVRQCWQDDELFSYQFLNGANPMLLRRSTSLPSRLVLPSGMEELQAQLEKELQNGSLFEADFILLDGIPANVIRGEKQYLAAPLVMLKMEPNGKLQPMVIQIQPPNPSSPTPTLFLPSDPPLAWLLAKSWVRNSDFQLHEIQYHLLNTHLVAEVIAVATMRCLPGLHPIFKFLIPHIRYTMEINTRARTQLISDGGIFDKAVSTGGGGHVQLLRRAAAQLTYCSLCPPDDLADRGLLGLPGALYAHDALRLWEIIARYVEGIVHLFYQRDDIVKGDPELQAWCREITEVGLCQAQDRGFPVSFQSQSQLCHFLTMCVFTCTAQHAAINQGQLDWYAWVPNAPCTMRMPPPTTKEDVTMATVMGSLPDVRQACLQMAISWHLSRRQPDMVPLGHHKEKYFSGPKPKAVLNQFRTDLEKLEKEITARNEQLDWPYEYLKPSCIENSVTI
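150 nM 12hLO, 25 mM Hepes pH 7.0 + 0.01% Triton X-100; cpd preinc 15 min RT; 40 uM arachidonic acid, 30 min RT; Fe-XO 30 min; A573/A405 ratio as read-out.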
15-hLO-2 inh: inhibitors of human 15-lipoxygenase 2 (ALOX15B); O15296; purified 15hLO-2, xylenol orange hydroperoxide absorbance; Potency, µM (doses to about 57.1 µM), without a hit: top-dose activity change, negative = inhibition, most hits filed as inhibitors; 110,000 compounds, 0.56% hits; AID 881; note: potency is the fitted concentration of half-maximal effect; nearly all actives have a fitted effect of over 60% in size; many of its hits are not listed in these tables
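Enzyme 50 nM, AA 45 uM, 25 mM Hepes pH 7.5 + 0.01% Triton X-100; cpd preinc 15 min RT, rxn 90 min RT; stop/detect with 200 uM XO + 300 uM Fe(II) in 50 mM H2SO4, 30 min; A573/A405.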
PNC assembly inh: perinucleolar compartment assembly inhibition. 140,000 compounds, 3.1% hits. activity change (PNC), negative = inhibition, % at 10 µM. PC3M PTB-GFP, PNC prevalence imaging, 16 h; active compounds read low. AID 2417;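 active = readout at or below -70, meaning at least 70% loss of cells showing the perinucleolar compartment, a nuclear body marking cancer cells; inconclusive = readout between -30 and a set limit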;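 note: plate controls were DMSO wells for no effect and camptothecin positive control wells for full effect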
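Read-out is percentage of cells bearing a perinucleolar compartment, from automated 20x imaging of fixed, Hoechst-stained PC3M PTB-GFP cells. Cells were seeded 4 h, then exposed 16 h to compound (23 nl of library stock) in duplicate plates.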
IMPase inh: IMPase inhibition in cells | P97697 | CHO-M1 cells, IP1 accumulation, HTRF TR-FRET ratio | inhibition (IP1 accumulation), % at 46.1 µM | 120,000 tested, under 10 active | AID 901; active = well fitted curve in the direction sought with a large enough effect in the signal ratio, not every such curve was filed as active; inconclusive = small, poorly fitted or top-dose-only effect, or a change in a side signal; inactive = no such curve, though single readings can be large or run the other way; the % refers to the signal ratio;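 note: cells stimulated with carbachol in lithium chloride buffer; plate controls were DMSO basal wells for no effect and reference inhibitor wells for full effect; higher means more IMPase inhibition seen as more IP1 and lower FRET ratio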
Target sequence (P97697 whole entry, looked up): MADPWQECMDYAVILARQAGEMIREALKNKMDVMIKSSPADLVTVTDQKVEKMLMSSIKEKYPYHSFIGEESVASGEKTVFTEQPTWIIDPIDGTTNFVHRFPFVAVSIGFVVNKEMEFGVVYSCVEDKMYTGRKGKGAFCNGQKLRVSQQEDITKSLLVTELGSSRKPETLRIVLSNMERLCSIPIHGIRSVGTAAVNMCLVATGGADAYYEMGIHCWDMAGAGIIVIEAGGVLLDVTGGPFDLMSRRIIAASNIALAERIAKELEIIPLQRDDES
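Seeded CHO-M1 cells were dosed with compound at up to 46 uM, stimulated with carbachol for 30 min, then lysed in IP-One detection reagents. Higher IP1 lowers the TR-FRET signal.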
Starred values were filed as active, the others as inactive; ? = inconclusive; · = not tested or not shown; [ ] = remark or other dose. Unless noted, calls come from the whole dose curve; as a rule, active = well fitted curve in the direction sought with a large enough effect; inconclusive = small, poorly fitted or top-dose-only effect, or another doubt; inactive = no such curve, though single readings can be large; an effect the other way counts as inactive or inconclusive. Unless noted, % is set by controls: 0 for no effect and ±100 for the full control effect.

Structure	PNC assembly inh	15-hLO-2 inh	ALOX12 inhib	IMPase inh
CCCCCC(CC(=O)O)C(=O)O (stereo not given)	·	-4%	-1%	·
O=C(NCCc1ccccc1)c1nc2c(nnn2Cc2ccccc2Cl)c(=O)[nH]1	-25	·	-3%	4
O=C(NCc1ccco1)c1n[nH]c(=O)c2ccccc12	-8	1%	5%	-2
Cc1nc2c([nH]1)C1(CCN(Cc3ccccc3)CC1)C(C#N)=C(N)O2	?	13%	-6%	1
CCC(=O)Nc1ccc(F)c(Cl)c1	-106*	4%	2%	-4
O=C(NCc1cccs1)C1CCN(S(=O)(=O)c2ccc(Br)s2)CC1	-2	5%	-12%	-11
Clc1ccccc1CN(Cc1ccccc1)C(c1cccs1)c1nnnn1C1CCCC1 (stereo not given)	27	10%	-4%	23
CCN(CC)c1cc(Oc2ccccc2)ncn1	-20	-3%	1%	-8
O=c1[nH]c2ccc(NC(=S)Nc3ccccc3Cl)cc2[nH]1	18	-10%	-3%	-9
O=C(COC(=O)CCC(=O)c1cccs1)NCc1ccco1	-23	?	-5%	3
COc1ccc(CCCc2nnc(SCC(=O)Nc3nccs3)n2C)cc1C	-26	-3%	-7%	2
COc1ccc(/C=N/NC(=O)C(N)=O)c(OC)c1OC	?	·	0%	·
COc1cccc(C(C(=O)NC2CCCCC2)N(CC2CCCO2)C(=O)CNC(=O)c2ccco2)c1 (stereo not given)	?	·	-3%	-4
C=CCn1c(SCC(=O)Nc2ccc3c(c2)CCC3)nnc1-c1cccs1	-3	0%	-12%	3
Cc1cccc(-n2c(-c3ccco3)n[nH]c2=S)c1	?	·	0%	·
CC(C)Nc1nc(NC(C)C)nc(N(C)N)n1	28	53%[activator]	-4%	10
Cc1ccc2c(c1)N(C(=O)CCC(=O)N1CCc3ccccc3C1)CCO2	11	8%	-17%	-1
CCCN1C(=O)/C(=C/c2cc(C)n(C)c2C)SC1=Nc1ccc(OCC)cc1	-26	-24%	-6%	7
CCOC(=O)N1CCC(N2Cc3cccc(C(=O)Nc4cc(F)ccc4F)c3C2=O)CC1	?	7%	-4%	11
Cc1cc2cc(CNC(=S)Nc3ccc(OC(F)(F)F)cc3)ccc2[nH]1	14	·	-14%	·
CCOC(=O)C1=C(N)Oc2c(oc(CO)cc2=O)C1c1ccc(F)cc1 (stereo not given)	-100*	·	-3%	11
Cc1cccc(NC(=O)C2=C(O)c3ccccc3N(C)S2(=O)=O)c1	-28	-2%	2%	3
Nc1c(S(=O)(=O)O)cc(S(=O)(=O)O)c2ccc(N=Nc3ccccc3)c(O)c12	·	-2%[11.4 µM]	-3%[11.4 µM]	·
NC(=O)C1CCN(C2CC(=O)N(Cc3ccc(N4CCCC4=O)cc3)C2=O)CC1 (stereo not given)	0	-4%	0%	-2
COC(=O)c1ccc(NC(=O)CSc2nc3ccccc3c(=O)[nH]2)cc1	6	-2%	-12%	-9
Cc1c(NC(=O)CN2C(=O)c3ccccc3S2(=O)=O)c(=O)n(-c2ccccc2)n1C	-11	·	-3%	7
Cn1c(N)c(C(=O)COC(=O)C23CC4CC(CC(C4)C2)C3)c(=O)n(C)c1=O	-13	3%	9%	9
Cc1ccc(N(CC(=O)Nc2ccc(C)cn2)S(=O)(=O)c2c(C)nn(C)c2C)cc1	-19	3%	-16%	5
CCOC(=O)c1c(NC(=S)NC(=O)c2ccco2)sc2c1CCCC2	13	?	-2%	-14
C[C@H](C(=O)C=[N+]=[N-])N1C(=O)c2ccccc2C1=O	?	-5%	4%	10
O=C(NC1CCCCC1)C1c2ccccc2C(=O)N1Cc1ccco1 (stereo not given)	13	17%	-2%	0
COc1ccc(/C=C(\C#N)C(=O)OCC(=O)NCc2ccccc2)cc1	42	·	-1%	·
CCN(CC)S(=O)(=O)c1ccc2oc(C(=O)Nc3ccc(OC)cc3OC)c(C)c2c1	12	-3%	-5%	3
COC(=O)C1=C(C)NC2=C(C(=O)CCC2)C1c1cccc(C)n1 (stereo not given)	-3	-2%	-8%	-6
CCOC(=O)CC1C(=O)NCCN1C(=O)c1ccc(F)cc1F (stereo not given)	-24	5%	1%	6
Cc1cccc(C(=O)Nc2sc(C)c(-c3ccccc3)c2C#N)c1	36	-12%	-11%	0
NS(=O)(=O)c1ccc(S(=O)(=O)N(Cc2ccccc2F)CC2CCCO2)cc1 (stereo not given)	?	3%	-3%	2
CCCCn1c(SCC(=O)/C(C#N)=C(\C)N)nc2ccccc2c1=O	63	·	-3%	·
COc1ccc(C(=O)Nc2c(Cl)cc(Cl)cc2C(=O)N2CCC(C)CC2)cc1	-11	·	-1%	·
Cn1c(=O)[nH]c(NC2CCCCC2)c([N+](=O)[O-])c1=O	?	·	-2%	·
Cc1ccc(C(C#N)c2ccc(C(=O)c3ccc(F)cc3)cc2)cc1 (stereo not given)	41	0%	-7%	5
COc1ccc(OC)c(/C=C(\NC(=O)c2ccccc2)C(=O)N/N=C/c2ccc(C)s2)c1	?	-12%	-9%	5
C/C=C/CSc1nc2c(c(=O)[nH]c(=O)n2C)n1CCC	1	4%	-3%	3
CCOc1cc(S(=O)(=O)NC2CC2)c(OCC)cc1-n1cnnn1	12	2%	5%	2
CC(C)(O)/C=C1/Oc2ccccc2C1N1CCCCC1 (stereo not given)	-9	11%	-6%	0
CCc1ccccc1NC(=O)c1cccc(NC(=O)/C=C/c2ccco2)c1	9	·	-1%	?
O=C(O)/C(=C1\OC(=O)c2ccccc21)c1ccccc1	?	·	0%	5
COc1cc(NC(=O)CSc2nc3ccccc3n2-c2ccccc2)c(C)cc1[N+](=O)[O-]	-23	·	2%	·
CCn1c(SC(C)C(=O)NC2CCCc3ccccc32)nnc1-c1cccs1 (stereo not given)	?	-6%	-1%	6
CCCCN(C)C(=O)c1c[nH]c2ccc(S(=O)(=O)N3CCOCC3)cc2c1=O	50	·	5%	13

Other entries
Structure	PNC assembly inh	15-hLO-2 inh	ALOX12 inhib	IMPase inh
COc1ccccc1N1CCN(C(=O)CSc2nc(-c3ccco3)cc(C(F)(F)F)n2)CC1	-15	?	-14%	-4
COc1cc(C2=NOC(C(=O)N3CCCc4ccccc43)C2)cc(OC)c1OC (stereo not given)	?	-2%	-6%	3
N=c1sccn1CC(=O)Nc1cccc2ccccc12	?	10%	2%	-1
CCOC(=O)N1CCN(c2ccc(Cl)cc2)CC1	18	·	0%	·
Cc1cc(C)c(C#N)c(N2CCCC2)n1	-28	-27%[11.4 µM]	1%	2[1.84 µM]
O=C(Nc1cc(Cl)ccc1Oc1ccccc1)c1ccccc1F	-26	·	4%	-6
Clc1ccc(Nc2nc3ccccc3n3nnnc23)cc1	-2	-10%	-13%	-6
Cc1ccccc1NC(=O)C1c2ccccc2Oc2ccccc21	?	·	3%	19
Cc1cc(NC(=O)CCC(=O)N(CCc2ccccc2)C(C(=O)NC2CCCC2)c2ccco2)no1 (stereo not given)	0	-4%	-8%	6
Oc1[nH]c2ccccc2c1/C=N/N1CCCCC1	107	5%	0%	?
COc1ccc(NC2C=CS(=O)(=O)C2)cc1 (stereo not given)	17	-5%	-5%	-9
COc1ccc(C2=NCN(c3ccc(C)cc3)C(=S)N2)cc1	0	-6%	1%	0
COc1ccc(CNC(=O)NC2CCCCC2)cc1	?	5%	-3%	17
CCOc1ccc(C(=O)NCC(=O)OC(C)C(=O)NCc2ccco2)cc1OCC (stereo not given)	34	1%	-1%	1
Cc1nc2scc(-c3cccs3)c2c(=O)o1	-24	-11%	-2%	?
O=C(CC(C(=O)O)C1CCCO1)NCCc1ccc2c(c1)OCO2 (stereo not given)	-19	-4%	1%	-7
CCCOC(=O)/C(C)=N\NC(=O)c1ccco1	-28	3%	12%	6
CCCCN(C)C(=O)CCCc1c[nH]c2ccccc12	1	·	-9%	·
Cc1ccc2cc3c(NC(=O)c4ccco4)nn(CC(C)C)c3nc2c1	-26	-27%	-17%	-2
CCc1ccc(C(=O)COC(=O)c2cccs2)cc1	-12	-1%	-16%	4
Cc1ccc(Cl)c(OCC(=O)Nc2ccc3c(c2)OCCO3)c1	20	?	2%	18
O=C(CNC(=O)/C=C/c1ccccc1)N=Nc1c(O)n(Cc2ccccc2)c2ccccc12	-8	·	3%	0
COC(=O)C1=NN(c2ccccc2OC)C2C(=O)N(c3ccccc3OC)C(=O)C12 (stereo not given)	73	·	-1%	·
COc1ccccc1-n1cnc2cc(NC(C)=O)ccc21	28	0%	-5%	9
Cc1c(C)[n+](=O)c2c(n1[O-])CCCCC2	?	-4%	2%	-7
CCOC(=O)C(C)Sc1nnc(NC(=O)c2cccc([N+](=O)[O-])c2C)s1 (stereo not given)	?	·	0%	2
CCc1c(O)nc(SCC(N)=O)n(-c2ccccc2F)c1=O	45	-3%	3%	5
Cc1ccc(N2NC(=O)/C(=C\c3cc4c(cc3[N+](=O)[O-])OCO4)C2=O)cc1C	30	·	-25%	·
CCOC(=O)Cc1nnc(NC(=O)c2ncn[nH]2)s1	21	11%	-9%	-7
CC(Oc1ccccc1)C(=O)N1CCCc2ccccc21 (stereo not given)	-17	13%[2.29 µM]	-6%	-6
C=CCOC(=O)COc1ccc2c(C)c(C)c(=O)oc2c1	-27	-1%	-3%	-2
O=C(Nc1ccc2c(c1)OCO2)C1CC(c2ccccc2Cl)=NO1 (stereo not given)	-29	-2%	-7%	9
CC(=O)Nc1ccc(-c2cc(-c3ccccc3)nc(-c3ccccc3)n2)cc1	-5	·	-3%	·
Cc1cc(NS(=O)(=O)c2ccc(Nc3nc(-c4sc(C)nc4C)cs3)cc2)no1	-13	4%	0%	4
N=c1c(C(=O)NCc2ccccc2)cc2c(=O)n3ccccc3nc2n1Cc1ccco1	-9	-15%	-4%	6
CN(C)CCCO/N=C(\c1ccccc1)c1ccncc1	-20	·	-5%	6
Cn1c2ccccc2c2c(C(=O)N3CCN(c4ccc(F)cc4)CC3)cn(C3CCCC3)c(=O)c21	-12	14%	-18%	9
Cc1ccc(-n2ncc3c(=O)n(CC(=O)N4CCCCCC4)cnc32)cc1	3	-6%	-4%	5
CCCNC(=O)c1c[nH]c2ccc(S(=O)(=O)N(C)c3ccc(OCC)cc3)cc2c1=O	22	-17%[11.4 µM]	-2%	-1[1.84 µM]

Some of the entries above in another layout.
The line under a structure holds: PNC assembly inh | 15-hLO-2 inh | ALOX12 inhib | IMPase inh
- Cc1ccc(-n2ncc3c(=O)n(CC(=O)N4CCCCCC4)cnc32)cc1
    3 | -6% | -4% | 5
- Cn1c(=O)[nH]c(NC2CCCCC2)c([N+](=O)[O-])c1=O
    ? | · | -2% | ·
- N=c1c(C(=O)NCc2ccccc2)cc2c(=O)n3ccccc3nc2n1Cc1ccco1
    -9 | -15% | -4% | 6
- COc1ccc(CNC(=O)NC2CCCCC2)cc1
    ? | 5% | -3% | 17

Some of the compounds tested; count on the stated rates, not on these rows.
